p53ts 39C tox = kills p53ts cells at the nonpermissive temperature; H1299-p53A138V viability at 39C, ATP luminescence, 24 h; Potency, µM (doses to about 46.1 µM), for inactives: at the highest dose activity change, negative = cell killing, usual class: cytotoxic; 130,000 tested, 1.5% active; AID 902; also: nearly all actives have a fitted effect of over 55% in size
Peg3 imprint = genomic imprint erasure induction; mouse ES Peg3-LacZ reporter, beta-gal luminescence, 40 h; Potency, µM (highest dose often 60.7 µM), without a hit: at the highest dose activity change, positive = activation, hits mostly activators; 110,000 tested, 0.02% active; AID 1948;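 also: 0% = negative control wells on the plate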
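Readout: BetaGlo luminescence (5 min, room temp) for LacZ from the normally silent maternal Peg3 allele in female Peg3LacZ-Neo ES cells. Cells 300/well, 40 h, 37C, 5% CO2. Data normalized per plate to negative controls.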
p53ts 32C kill = kills p53ts cells at the permissive temperature; H1299-p53A138V at 32C, ATP luminescence viability, 24 h; Potency, µM (top dose mostly 46.1 µM), without a hit: at the highest dose activity change, negative = cytotoxicity, actives largely listed as cytotoxic; 130,000 tested, 0.93% active;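 also: 0% = DMSO and -100% = full killing by reference compound; nearly all actives have a fitted effect of over 55% in size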
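Cells: H1299 p53ts (A138V), 600/well, pre-incubated 16–30 h at 37C. Cpd up to 46 uM, 24 h, 32C. Readout: ATPlite luminescence, 20 min RT. Normalization: DMSO vs tamoxifen 100 uM. AC50 by Hill equation.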
IkB sig inh = suppresses IkB signaling in ABC-DLBCL reporter cells | 110,000 tested, 0.04% active | AID 445 | Potency, µM (doses to about 57.1 µM), without a hit: at the highest dose IkBa stabilization activation | ABC-DLBCL IkBa-CBG/CBR dual luciferase ratio, 4 h; response scale: scaled: untreated 0%, proteasome inhibitor 100%; active = well fitted curve in the direction sought with a large enough effect in the signal ratio, not every such curve was filed as active; inconclusive = small, poorly fitted or top-dose-only effect, or a change in a side signal; the % refers to the signal ratio;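 also: the direction sought is a rising ratio; 0% = basal untreated cells and 100% = reference inhibitor full response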
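In this assay, an IκBα–CBG68 fusion accumulates when IKK-driven degradation is blocked; native CBR normalizes for cell number. OCI-Ly3 cells were treated 4 h with compound and doxycycline, then green and red light read after Chroma-Glo addition.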
Numbers without * were called inactive; ? = inconclusive; . = not tested or not shown; [ ] = another dose, or the depositor's remark. Unless noted, calls follow the shape of the dose curve; as a rule, active = well fitted curve in the direction sought with a large enough effect; inconclusive = small, poorly fitted or top-dose-only effect, or another doubt; inactive = no such curve, though single readings can be large; an effect the other way counts as inactive or inconclusive. Unless noted, % is scaled to controls: 0 for no effect and ±100 for the full control effect; potency is read from the fitted curve at half-maximal effect.

Letter code – A = p53ts 39C tox; B = Peg3 imprint; C = p53ts 32C kill; D = IkB sig inh
CCCS(=O)(=O)c1c(S(=O)(=O)CCC)c2c(C)cccn2c1C(N)=O
  A = 11%	B = .	C = -8%	D = .
CCc1ccccc1NC(=O)c1ccc(Cn2nc(N3CCN(c4ccccc4)CC3)ccc2=O)o1
  A = 22%	B = -11%[10.9 µM]	C = 19%	D = ?
CSc1ccc(-c2nc3ccc(C)cn3c2Nc2ccccc2C)cc1
  A = 32%[activator]	B = 6%[10.9 µM]	C = -17%	D = -1.3%
Cc1ccc(-c2cc(C(=O)NCc3ccco3)c3ccccc3n2)o1
  A = 21%	B = 14%	C = 18%	D = ?
N=C1/C(=C\c2ccc(-c3cccc(Cl)c3)o2)C(=O)N=C2SC=C(c3ccccc3)N12
  A = -6%	B = .	C = 7%	D = .
Cc1onc(-c2c(F)cccc2Cl)c1C(=O)N1CCN(S(C)(=O)=O)CC1
  A = 11%	B = -6%	C = 14%	D = 2.0%
COc1cc(NS(=O)(=O)c2ccc(N)cc2)ncn1
  A = -2%	B = -8%	C = -6%	D = 1.6%[25.6 µM]
COc1cccc(NS(=O)(=O)c2ccc3[nH]cc(C(=O)NC4CC4)c(=O)c3c2)c1
  A = -24%	B = -13%	C = -4%	D = ?
O=C1CC(c2ccco2)CC2=C1C(c1ccccc1)n1nc(C(F)(F)F)nc1N2 (configuration not stated)
  A = 26%	B = -11%	C = 13%	D = ?
O=C(C1CCC(Cn2c(=O)c3sccc3n(Cc3ccc(F)cc3)c2=O)CC1)N1CCOCC1 (configuration not stated)
  A = -23%	B = -9%[10.9 µM]	C = 7%	D = -0.1%
COc1ccc(N2CCN(C(=O)CCc3ccc(S(=O)(=O)NC(C)C)cc3)CC2)cc1
  A = 19%	B = .	C = 7%	D = .
COc1ccc(C(CNC(=O)c2ccc(S(=O)(=O)N3CCOCC3)cc2)N2CCCCC2)cc1 (configuration not stated)
  A = 11%	B = -7%	C = -3%	D = 0.9%
COC(=O)C(Cc1ccccc1)NC(=O)CSc1nc(C)cc(=O)[nH]1 (configuration not stated)
  A = 9%	B = 13%	C = -2%	D = -0.9%
O=C(c1ccc(N2C(=O)CCC2=O)cc1)N1CCOCC1
  A = 1%	B = -2%	C = -1%	D = 0.1%
Cc1ccc(C)c(CN2C(=O)c3ccccc3S(=O)c3ccc(C(=O)N4CCC(C)CC4)cc32)c1 (configuration not stated)
  A = 4%	B = -7%[10.9 µM]	C = 22%	D = ?

The final 2 entries of the section before come first, to join the parts:
Letter code – A = p53ts 39C tox; B = Peg3 imprint; C = p53ts 32C kill; D = IkB sig inh
O=C(c1ccc(N2C(=O)CCC2=O)cc1)N1CCOCC1
  A = 1%	B = -2%	C = -1%	D = 0.1%
Cc1ccc(C)c(CN2C(=O)c3ccccc3S(=O)c3ccc(C(=O)N4CCC(C)CC4)cc32)c1 (configuration not stated)
  A = 4%	B = -7%[10.9 µM]	C = 22%	D = ?
COc1cc(NS(=O)(=O)c2ccc(OC)c(C)c2C)c(OC)cc1Cl
  A = 7%	B = -15%	C = 31%[activator]	D = ?
CCOC(=O)c1cccc(NC(=O)c2cc3cc4ccc(C)cc4nc3s2)c1
  A = 10µM*	B = -11%[10.9 µM]	C = -5%	D = ?
Cn1c(=O)c(=O)n(C)c2cc(NC(=O)c3cccc(F)c3)c(Cl)cc21
  A = -3%	B = -4%[10.9 µM]	C = 13%	D = -1.5%
O=C(CC1N=C2c3ccccc3N=C(SCc3cccc(Cl)c3)N2C1=O)NCCc1ccccc1 (configuration not stated)
  A = -3%	B = -7%[10.9 µM]	C = 20%	D = -2.4%
Cc1ccc(-n2nnnc2C(Cl)c2nnnn2-c2ccc(C)cc2)cc1
  A = 29%	B = .	C = ?	D = .
CN(Cc1ccco1)C(=O)Cn1c(=O)oc2cc(S(=O)(=O)NCc3ccccc3)ccc21
  A = -3%	B = -12%	C = -3%	D = 2.0%
Cc1cc(C(=O)N2CCN(c3ncccn3)CC2)sc1-c1ccccc1
  A = 3%	B = -6%	C = 3%	D = -0.7%
CCOC(=O)Cn1c(=O)n(C2CCCCC2)c2nc(-c3ccc(OCC)cc3)nc(C(N)=O)c21
  A = 0%	B = 10%[10.9 µM]	C = 2%	D = 0.6%
CN(CC(=O)Nc1cccc(C(F)(F)F)c1)S(=O)(=O)c1cccs1
  A = -2%	B = 2%[10.9 µM]	C = 1%	D = -0.1%
Nc1ccc(N=Nc2ccccc2)c(N)n1
  A = -13%	B = -33%[inhibitor]	C = -10%	D = 4.5%
O=C(Nc1ccc(Cl)cc1)OCCn1nnnc1C(c1ccccc1)N1CCOCC1 (configuration not stated)
  A = -5%	B = -15%	C = -3%	D = -1.5%
Nc1nc(CN2CCN(c3ccccc3F)CC2)nc(Nc2ccccc2)n1
  A = -8%	B = 16%	C = 8%	D = 3.1%
COc1ccc(Br)c2c1-c1nc(NC(=O)c3ccc(F)cc3)sc1C2
  A = 13%	B = 16%[10.9 µM]	C = 7%	D = 3.0%
[N-]=[N+]=CC(=O)C(Cc1ccccc1)N1C(=O)c2ccccc2C1=O (configuration not stated)
  A = 1%	B = 2%	C = -3%	D = -0.7%
CCCc1nc2nc(C)c(NS(=O)(=O)c3ccc(CC(C)C)cc3)c(=O)n2[nH]1
  A = 2%	B = -5%[10.9 µM]	C = 3%	D = ?
CC1=C(C(=O)OC(C)C)C(c2ccsc2)NC(=O)N1C (configuration not stated)
  A = 21%	B = .	C = 10%	D = .
CCOc1cccc(-n2nnnc2-c2ccc(OC)cc2)c1
  A = 3%	B = -15%	C = 8%	D = -0.9%
CCCSCCCNC(=O)C1CCN(c2nc3ccccc3nc2C(F)(F)F)CC1
  A = -4%	B = -11%[10.9 µM]	C = -7%	D = -1.6%
O=C(C(NS(=O)(=O)c1cccc2nsnc12)c1ccccc1)N1CCN(c2ccccn2)CC1 (configuration not stated)
  A = -9%	B = -5%	C = 22%	D = 1.4%
CCc1cnc2c(c1SCc1c(F)cccc1Cl)c(=O)n(C)c(=O)n2C
  A = -10%	B = 7%[10.9 µM]	C = 9%	D = ?
CCOc1ccc(CCNC(=O)c2ccc3c(c2)nc2n3CCOC2)cc1OCC
  A = -15%	B = 5%[10.9 µM]	C = -4%	D = 1.8%
CC1(C)CC2CC(C)(CN2S(=O)(=O)c2ccc(N)cc2)C1 (configuration not stated)
  A = 2%	B = -17%	C = -4%	D = 0.3%
CN1CCc2c(sc(/N=C/c3cccs3)c2C(N)=O)C1
  A = -11%	B = -5%	C = -14%	D = -0.1%
COc1ccc(CNC(=O)Cn2nc(C)n3cccc3c2=O)cc1
  A = 3%	B = -13%[10.9 µM]	C = -3%	D = -1.5%
Cn1c(SC/C=C/c2ccccc2)nnc1-c1cccs1
  A = -7%	B = -29%	C = -4%	D = -0.3%
COc1ccc(C)cc1NC(=O)c1cc(S(=O)(=O)NC2CCCCCC2)ccc1F
  A = -14%	B = -12%[10.9 µM]	C = 0%	D = ?
O=C(CSc1nnc(CNc2ccccc2)o1)N1CCc2ccccc21
  A = -2%	B = -6%	C = -4%	D = 0.5%
Cc1cc(C)c(NC(=O)CCn2c(=O)c3cccn3c3ccccc32)c(C)c1
  A = ?	B = -10%[10.9 µM]	C = -10%	D = ?
CCOC(=O)C(C)Sc1ncnc2nc[nH]c12 (configuration not stated)
  A = 21%	B = -7%	C = 36%[activator]	D = 0.6%
CC[C@@H](CS(=O)(=O)O)[N+](=O)[O-]
  A = -3%[9.22 µM]	B = 12%[10.9 µM]	C = -6%[9.22 µM]	D = 0.2%[11.4 µM]
CNC(=O)c1cc2n(n1)CCCN(Cc1ccc(F)cc1)C2=O
  A = -18%	B = -8%[10.9 µM]	C = -10%	D = -0.4%
Cc1ccc(-n2ncc(C(=O)NCCN3CCCC3)c2C2CCN(C(=O)OC(C)(C)C)CC2)cc1C
  A = ?	B = -3%[10.9 µM]	C = 3%	D = ?
CC(=O)Nc1ccc(S(=O)(=O)NC(CC(=O)NCCCN2CCOCC2)C(C)C)cc1 (configuration not stated)
  A = 12%	B = .	C = -2%	D = .
O=C1NC(c2ccccc2)(C(F)(F)F)SC2=NCCCN12 (configuration not stated)
  A = -7%	B = -9%	C = 7%	D = 0.3%
CCc1ccc(-c2nc(CN3CCC(C(=O)N4CCN(c5ccccn5)CC4)CC3)c(C)o2)cc1
  A = -11%	B = -15%	C = -2%	D = -2.1%
Cc1csc(NC(=O)C(CC(C)C)NS(=O)(=O)c2ccc3c(c2)oc(=O)n3C)n1 (configuration not stated)
  A = -7%	B = -6%	C = -7%	D = -1.0%
COc1ccc(OCC(=O)Nc2nnc3n2CCS3)cc1
  A = 5%	B = -3%[10.9 µM]	C = 1%	D = ?
O=C(Cc1ccc(F)cc1)Nc1nnc2n1CCS2
  A = -13%	B = 13%[10.9 µM]	C = 5%	D = -2.0%
Cc1ccc(CCNC(=O)C2CCCN(c3nnc(C)c4c(C)n(-c5ccccc5)nc34)C2)cc1 (configuration not stated)
  A = -23%	B = 3%[10.9 µM]	C = -8%	D = ?
COCCn1c(SCC(=O)NCc2ccccc2)nnc1-c1ccco1
  A = -7%	B = .	C = -3%	D = .
CC1=C(c2ccc(C(C)C)cc2)S(=O)(=O)N=C1N1CCC(C(=O)NCc2ccco2)CC1
  A = -8%	B = -8%[10.9 µM]	C = -15%	D = -0.1%
COc1ccc(Cn2ccc3nc(C)c(C(=O)Nc4ccc(OC)c(OC)c4)cc3c2=O)cc1
  A = -7%	B = -14%[10.9 µM]	C = -2%	D = -0.8%
O=c1c2cc3c(cc2n(Cc2ccc(F)cc2)c(=O)n1Cc1nc(-c2ccccc2)no1)OCO3
  A = -5%	B = ?	C = 0%	D = 1.1%
CCOC(=O)N1CCC(C(N)=O)CC1
  A = 10%	B = 6%	C = -22%	D = -0.8%
Cc1cc(NC(=O)COC(=O)C2COc3ccccc3O2)no1 (configuration not stated)
  A = -11%	B = -8%	C = 1%	D = 0.8%
CCOc1ccc(-c2cc(CCCC(=O)Nc3cc(OC)ccc3OC)no2)cc1
  A = -6%	B = -8%	C = 3%	D = ?
COc1ccc(N2C(=O)CC(Sc3nc(C)cc(C)c3C#N)C2=O)cc1 (configuration not stated)
  A = 19%	B = .	C = -18%	D = .
COc1ccc(Cc2nnc(NC(=O)c3cccs3)s2)cc1
  A = 0%	B = -13%	C = -3%	D = 0.7%
COc1ccc(NC(=O)c2c(NCc3cccc(OC)c3)sc3c2CCCC3)cc1
  A = 49%[activator]	B = -9%[10.9 µM]	C = 24%	D = ?
O=C(O)C1CCCCC1C(=O)Nc1nc(-c2cccs2)cs1 (configuration not stated)
  A = 14%	B = -43%[inhibitor]	C = -4%	D = 1.2%
O=C(Cn1cnc2ccccc2c1=O)NCc1ccco1
  A = 9%	B = -6%	C = 7%	D = -0.6%
CCCCn1c2nc3ccccc3nc2c2c(=O)n(C(C)CC)cnc21 (configuration not stated)
  A = 5%	B = -6%	C = 11%	D = -3.6%
COc1cc(NC(=O)CCS(=O)(=O)c2ccc3c(c2)CC(=O)N3C)cc(OC)c1OC
  A = -11%	B = -4%[10.9 µM]	C = 0%	D = 1.1%
CCC(Nc1ccc(-c2nc(-c3ccccn3)no2)cc1[N+](=O)[O-])c1ccccc1 (configuration not stated)
  A = -3%	B = 10%[10.9 µM]	C = 2%	D = ?
COc1cc(OC)c(C(=O)NCc2nc(-c3ccccc3)no2)cc1OC
  A = 1%	B = 9%[10.9 µM]	C = -2%	D = 5.2%
CSc1ccc(S(=O)(=O)NCCOc2ccccc2C)cc1
  A = -14%	B = -24%	C = -1%	D = ?
COc1cc2c(cc1NC(=O)CN1CCN(S(=O)(=O)c3ccc(F)cc3)CC1)oc1ccccc12
  A = 13%	B = -4%	C = 0%	D = 2.4%
CCn1ccnc1C(O)c1ccccc1OC (configuration not stated)
  A = 1%	B = .	C = -6%	D = .
COc1ccc(CNCCCSc2nnnn2-c2ccccc2)cc1
  A = -24%	B = -20%[10.9 µM]	C = -14%	D = -0.5%

As entered above.
p53ts 39C tox result of CN(CC(=O)Nc1cccc(C(F)(F)F)c1)S(=O)(=O)c1cccs1 stands at -2%
IkB sig inh result of CN(Cc1ccco1)C(=O)Cn1c(=O)oc2cc(S(=O)(=O)NCc3ccccc3)ccc21 stands at 2.0%
p53ts 32C kill result of CCOC(=O)N1CCC(C(N)=O)CC1 stands at -22%
p53ts 32C kill result of Cc1ccc(-c2cc(C(=O)NCc3ccco3)c3ccccc3n2)o1 stands at 18%

Compound activity from PubChem.
